Screening results (PubChem)
ARNT-TACC3 inh: disruptors of ARNT/TACC3 protein interaction, primary screen, biochemical, AlphaScreen, single concentration; AlphaScreen His-ARNT PAS-B/GST-TACC3 binding, luminescence; TACC3 fragment carries E629A point mutation; inhibition, % at 9.99 µM; 390,000 compounds, 0.66% hits; AID 623870, 2012;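 active = mean inhibition of replicates at least 50% and at least half of replicates each reaching 50%; inconclusive = half or more replicates reach 50% but mean below 50%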;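 also: 0% = complete ARNT plus TACC3 wells and 100% = ARNT alone without TACC3; many hits fall short of the cut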
SIRT5 block: SIRT5 desuccinylase inhibitors, primary screen, biochemical, fluorescence imaging, single point, set 5; NAD-dependent protein deacylase sirtuin-5, mitochondrial (Homo sapiens), Q9NXA8; Purified SirT5, succinyl-peptide AMC, trypsin-coupled fluorescence; inhibition, % at 15 µM; 330,000 compounds, 1.1% hits; in the data active = inhibition above about 15%; inconclusive = no clear call, values can overlap the other calls
Target sequence (Q9NXA8 whole entry, looked up): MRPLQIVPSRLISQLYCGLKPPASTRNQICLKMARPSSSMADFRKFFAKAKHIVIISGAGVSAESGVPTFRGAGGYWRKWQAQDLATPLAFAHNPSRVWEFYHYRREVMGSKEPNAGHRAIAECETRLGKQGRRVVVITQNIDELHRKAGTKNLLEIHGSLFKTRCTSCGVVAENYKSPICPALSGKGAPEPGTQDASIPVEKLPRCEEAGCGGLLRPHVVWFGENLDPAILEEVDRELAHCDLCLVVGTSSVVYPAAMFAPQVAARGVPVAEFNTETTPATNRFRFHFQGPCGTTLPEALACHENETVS
LGR2 inh: inhibitors of bursicon-induced LGR2 CRE-luciferase signal, primary screen, cell-based, HEK293, CRE-luciferase reporter, bursicon stimulation; Drosophila bursicon receptor LGR2 (rickets); bursicon-stimulated, 4 h; inhibition, % at 9.99 µM; 380,000 compounds, 0.35% hits;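 active = drop in luminescence signal, shown as inhibition above about 50% in the replicate tests, limit read from the data, passing the limit was not always enough; inconclusive = probably only some replicates passing the limit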;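 also: agonist challenge used bursicon conditioned medium at about half maximal strength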
CASP6 VEID inh: human caspase-6 inhibitors, primary screen, biochemical, VEID-R110 fluorescence, single point, set 2 | purified caspase-6, Z-VEID-R110 cleavage fluorescence | 350,000 compounds, 0.53% hits | P55212 | inhibition, % at 12.5 µM;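 active = mean inhibition across replicates at least about 35%, with every replicate also reaching that limit, limit read from the data; inconclusive = only one of the two criteria met; inactive = neither criterion met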;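 also: 0% = median of neutral control wells and 100% = no fluorescence left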
Target sequence (P55212 24-179 limits assumed): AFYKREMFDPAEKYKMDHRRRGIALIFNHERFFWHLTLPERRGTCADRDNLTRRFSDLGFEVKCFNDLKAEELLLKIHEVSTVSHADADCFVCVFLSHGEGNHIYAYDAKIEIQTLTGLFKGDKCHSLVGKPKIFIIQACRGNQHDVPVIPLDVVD
Target sequence (P55212 194-293 limits assumed): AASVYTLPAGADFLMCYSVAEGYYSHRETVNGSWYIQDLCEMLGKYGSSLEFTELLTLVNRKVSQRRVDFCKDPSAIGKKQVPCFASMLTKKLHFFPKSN
PAX8 inh HTS: inhibitors of PAX8-driven TPO luciferase reporter, primary screen, RMG-I cells, single concentration | SteadyGlo, 24 h | inhibition, % at 12.6 µM | 360,000 compounds, 1.2% hits;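 active = mean replicate inhibition at least 60% with every replicate also reaching 60%; inconclusive = only one of the two criteria is met; inactive = mean below 60% and not all replicates reaching 60%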;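 also: luciferase light reporting Pax8 driven TPO promoter activity; plate controls were median of neutral control wells for no effect and mitoxantrone controls for full effect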
EWS-Fli block: EWS/Fli-driven NR0B1 reporter inhibitors, primary screen, A673 cells, NR0B1 luciferase, luminescence, MLPCN library | AID 651661, 2012 | viability-normalised | inhibition, % at 12.6 µM | 350,000 compounds, 0.67% hits;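 active = mean inhibition of at least 50% after viability correction, with every replicate also passing that limit; inconclusive = mean reaches 50% but only one of two replicates passes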;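 also: firefly luciferase signal divided by Alamar Blue viability fluorescence both relative to DMSO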
DENV2 CPE rescue: inhibitors of DENV2 cytopathic effect, primary screen, cell-based, plate reader, single concentration. DENV2-infected cells, cytopathic effect rescue. CPE inhibition, % at 9.99 µM. 350,000 compounds, 1.7% hits. AID 651640, 2012; in the data active = CPE inhibition above about 20%, passing the limit was not always enough; inconclusive = no clear call, values can overlap the other calls; tested in BHK-21 cells;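 also: 0% = median of neutral control wells and 100% = median of positive control wells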
The depositor's hits bear a star; ? = inconclusive; . = no result given; & = joins results of further samples.

Every second line gives: ARNT-TACC3 inh | SIRT5 block | LGR2 inh | CASP6 VEID inh | PAX8 inh HTS | EWS-Fli block | DENV2 CPE rescue
1: CCCOc1ccc(F)cc1-c1cc(C(=O)Nc2ccc(F)c(Cl)c2)[nH]n1
 : . | 0 | -4 | -1 | 4 | 15 | 13
2: COc1ccc(C(O)c2ncc(-c3ccc4ccccc4c3)[nH]2)cc1 (configuration not stated)
 : . | . | 1 | 4 | -52 | -50 | -3
3: O=C(Cc1ccccc1)Nc1cc(Cl)ccc1Sc1ccccc1
 : 2 | . | -7 | . | -16 | . | .
4: O=C(C[C@H]1CC[C@@H]2[C@H](COC[C@@H](O)CN2C(=O)c2cccnc2)O1)NCC1CC1
 : -9 | 2 | 7 | -2 | . | . | 10
5: Cc1cccc(C)c1OCCCN1CCOCC1
 : -6 | 8 | 31 | 2 | . | . | .
6: CC(C)(C)C(=O)NNC(=O)c1cc2sccc2s1
 : -5 | 2 | 1 | 1 | 10 | 7 | -1
7: COc1ccc(CCn2c(=N)c(C(=O)NCC3CCCO3)cc3c(=O)n4ccccc4nc32)cc1OC (configuration not stated)
 : 13 | 3 | 0 | 4 | -25 | -1 | -3
8: CC(OC(=O)c1ccccc1NCCO)C(=O)Nc1ccc(S(=O)(=O)N2CCOCC2)cc1 (configuration not stated)
 : -12 | -11 | 2 | 4 | -16 | 16 | 4
9: COc1cccc(CNS(=O)(=O)c2ccccc2Br)c1
 : . | 1 | -18 | 2 | -2 | -12 | ?
10: Cc1cccc(NC(=O)Nc2ccc3c(c2)C(=O)N(C)[C@@H]2CC[C@H](CC(=O)NCc4ccccc4Cl)O[C@@H]2CO3)c1
 : -6 | 1 | 8 | -2 | 41 | 5 | -2
11: O=C(OCc1cn([C@H]2CN(Cc3cccs3)[C@@H](c3ccc(Cl)cc3)C[C@@H]2O)nn1)c1ccccc1
 : . | 3 | 0 | -2 | 6 | -9 | ?
12: C[C@@H]1CN([C@H](C)CO)C(=O)c2cc(C#CCc3ccccc3)cnc2O[C@@H]1CN(C)Cc1cccc(F)c1
 : 8 | 2 | 14 | -1 | . | 56* | 7
13: C[C@H]1CN([C@@H](C)CO)C(=O)c2cc(C3=CCCC3)cnc2O[C@H]1CN(C)C(=O)CN(C)C
 : 0 | 4 | 4 | 0 | . | 1 | -5
14: O=C(NCCn1cccn1)C1CCC(=O)N(CC2CCCCC2)C1 (configuration not stated)
 : -5 | -2 | 15 | -2 | 8 | . | 1
15: COc1cc(C(=O)NC(CCSC)C(=O)OCc2cc([N+](=O)[O-])cc3c2OCOC3)cc(OC)c1OC (configuration not stated)
 : 0 | -5 | -5 | 36* | -2 | 2 | 0
16: CN1C(=O)c2cc(NC(=O)c3ccccc3Cl)ccc2OC[C@@H]2O[C@@H](CC(=O)O)CC[C@H]21
 : -9 | -3 | 18 | -3 | 3 | -6 | -5
17: Cc1ccc(N=C2NC(=O)/C(=C/c3cccs3)S2)cc1C
 : -14 | . | -25 | . | -31 | . | .
18: CCC(=O)N1CC[C@@H]2[C@H](CO)Nc3ccc(-c4ccc(F)cc4)cc3[C@@H]21
 : -7 | -3 | 9 | 2 | 7 | -6 | 12
19: NNC(=O)/C(=C/c1cccs1)NC(=O)c1ccccc1Cl
 : -2 | -2 | -2 | 1 | 9 | 0 | 8
20: CC1(C)CN(c2ccc(N3CC(C)(C)C3=O)cc2)C1=O
 : 4 | 2 | . | 3 | -74 | -72 | 0
21: N#C/C(=C\c1ccc(-c2ccccc2)cc1)c1nc(-c2ccco2)cs1
 : 4 | 4 | . | 2 | -6 | -18 | -7
22: Cc1ccc(S(=O)(=O)N(C)C[C@@H]2OCCCC[C@H](C)Oc3ccc(NS(=O)(=O)c4ccccc4)cc3C(=O)N([C@H](C)CO)C[C@@H]2C)cc1
 : 11 | 21* | 35 | -3 | 64* | 2 | -3
23: Cc1ccc(S(=O)(=O)NCC[C@H]2CC[C@H](NC(=O)Nc3cccc(F)c3)[C@H](CO)O2)cc1
 : -12 | -1 | 12 | -2 | 8 | 7 | 2
24: CN(C)C(=O)c1cccc(-c2ccc(C3[C@H]4CNC[C@@H]3N4CC3CCCCC3)cc2)c1 (some centres not stated)
 : . | 0&1 | 2&-13 | -10&3 | 5 | -4&5 | 5&-5
25: Cc1ccc(C(=O)Oc2coc(CSc3nnc(NC(=O)c4cccs4)s3)cc2=O)cc1C
 : 3 | . | -15 | . | 4 | . | .
26: CCN(CC(=O)NCc1ccc(F)cc1)C(=O)Cc1c(F)cccc1Cl
 : -3 | -5 | -7 | 0 | 14 | -2 | -1
27: CC(C)C[C@H]1CN=C(N(C)C)N1CC(C)C
 : -6 | . | 14 | 3 | -7 | -6 | 5
28: O=C(CSc1ccccc1)Nc1cccc(NC(=O)c2ccco2)c1
 : -18 | -2 | 13 | 2 | . | -7 | 3
29: C[C@@H]1CN([C@@H](C)CO)S(=O)(=O)c2ccc(/C=C/c3ccccc3)cc2O[C@H]1CN(C)C(=O)Nc1cc(F)ccc1F
 : 4 | -4 | -7 | -6 | 54 | 16 | -1
30: C[C@H](CO)N1C[C@H](C)[C@H](CN(C)C(=O)c2ccccc2)OCc2cnnn2CCCC1=O
 : 3&-2 | -4&1&-5 | 8&9 | 2&1&4 | 3&9 | -8&5&-1 | -3&9&8
31: COc1ccccc1N1CCN(C(=O)NC23CC4CC(CC(C4)C2)C3)CC1
 : -3 | -7 | 6 | 3 | 0 | 15 | 4
32: O=C(NC(=S)Nc1ccc2c(c1)OCCO2)c1ccc(F)cc1Cl
 : -1 | 2 | -83 | -1 | -72 | -85 | 0
33: C[C@H]1CN([C@@H](C)CO)C(=O)Cc2cc(NS(=O)(=O)c3cccs3)ccc2O[C@H]1CN(C)C(=O)Nc1ccc2c(c1)OCO2
 : -4 | 2 | -8 | 2 | . | -4 | -6
34: CCc1csc(N2[C@H](C#N)[C@H](c3ccc(-c4cccc(F)c4)cc3)[C@H]2CO)n1
 : 21 | 1 | 5 | -1 | 9 | 3 | -14
35: O=C(NCC[C@H]1CC[C@H](NC(=O)c2ccc3c(c2)OCO3)[C@@H](CO)O1)Nc1ccc(Cl)cc1
 : 5 | 1 | -25 | -180 | 2 | 2 | .
36: CN(C)C(=O)C[C@H]1C[C@H]2c3cc(NC(=O)c4ccc5c(c4)OCO5)ccc3O[C@H]2[C@H](CO)O1
 : -7 | -4 | -12 | 3 | . | -14 | -4
37: CCN(CC(=O)Nc1ccc2c(c1)OCCO2)S(=O)(=O)c1ccc(F)cc1
 : 2 | 1 | -4 | -3 | 0 | -14 | 0
38: O=C(C[C@H]1CC[C@H]2[C@@H](COC[C@H](O)CN2C(=O)C2CC2)O1)NCc1ccncc1
 : -4 | -13 | -2 | 0 | 6 | 1 | ?
39: Cc1ccc(N2C(=O)CC(Cc3cccc(C)c3)C2=O)cc1 (configuration not stated)
 : -3 | -5 | -18 | 1 | -9 | 2 | 2
40: CC[N+](CC)(CC#Cc1ccccc1)CC#Cc1ccccc1
 : -5 | 7 | -7 | 1 | 34 | 0 | -7
41: COc1cccc(C(=O)OCC(=O)Nc2cc(C)c(C)cc2[N+](=O)[O-])c1
 : 2 | -2 | -4 | -3 | 3 | 0 | -1
42: O=C(NC(c1ccc(Cl)cc1)c1ccsc1)C1CCN(Cc2cccc(Cl)c2)CC1 (configuration not stated)
 : . | . | 31 | 0 | 26 | 6 | -5
43: C[C@H](CO)N1C[C@H](C)[C@@H](CN(C)C)OCCCC[C@H](C)Oc2ccc(NC(=O)c3ccccc3)cc2C1=O
 : -3 | 2 | 22 | 3 | 1 | -3 | 9
44: O=C(NCC1CCN(Cc2ccccc2F)CC1)Nc1ccccc1F
 : -10 | -4 | 6 | -2 | -9 | 0 | 1
45: N#C[C@H]1[C@@H](c2ccccc2-c2ccccc2F)[C@H](CO)N1C(=O)Cc1ccccc1
 : . | -1 | -5 | . | . | 14 | 3
46: CC(C)Cn1c(N)c(C(=O)COC(=O)Cc2cccc(C(F)(F)F)c2)c(=O)n(C)c1=O
 : -5 | -2 | -1 | 3 | 12 | 7 | 13
47: O=C1NC(=O)C2(CCC(C3CCCCC3)CC2)N1 (configuration not stated)
 : -3 | -3 | -20 | 1 | 6 | 3 | -4
48: Cc1ccc(S(=O)(=O)N(C)C[C@@H]2Oc3ccc(NC(=O)Nc4cccc5ccccc45)cc3C(=O)N([C@@H](C)CO)C[C@@H]2C)cc1
 : . | . | 0 | . | 11 | 1 | .
49: COc1cccc(-c2cn(C[C@H]3CC[C@@H]([C@@H]4CC[C@H](Cn5cc(-c6cccc(OC)c6)nn5)O4)O3)nn2)c1
 : -1 | 2 | 14 | 0 | 7 | 4 | -3
50: CCNC(=S)N1CCN(S(=O)(=O)c2cccc(C(F)(F)F)c2)CC1
 : -9 | . | -1 | . | -1 | . | .
51: Cc1ccc(-c2nc3cccnc3s2)cc1NS(C)(=O)=O
 : -5 | -8 | -73 | 0 | -61 | -51 | -7
52: Cc1sc2nc(CN3CCCC3)nc(Cl)c2c1C
 : 1 | . | 11 | . | 23 | . | .
53: CCOC(=O)C1CCN(C(=O)Nc2c(-c3ccccc3)noc2C)CC1
 : -1 | . | -8 | 2 | 28 | 15 | 3
54: COC(=O)C[C@@H]1C=C[C@@H](NC(=O)c2ccc3c(c2)OCO3)[C@@H](CO)O1
 : . | -3 | -6 | 4 | -3 | -5 | -3
55: Fc1cccc(NC(=S)NCc2ccccc2Cl)c1
 : -5 | -6 | -24 | 13 | -2 | -5 | -10
56: COc1ccc(OCc2cc(C(=O)N(C)Cc3cc(C)no3)no2)c(Cl)c1
 : -2 | 1 | -49 | 1 | -248 | . | -6
57: Cc1nn(CC#N)c(=O)n1-c1ccc(C(C)C)cc1
 : 4 | 0 | 1 | -2 | 6 | 6 | ?

An excerpt of these results, field by field.
(15) COc1cc(C(=O)NC(CCSC)C(=O)OCc2cc([N+](=O)[O-])cc3c2OCOC3)cc(OC)c1OC (configuration not stated)
  ARNT-TACC3 inh: 0 | SIRT5 block: -5 | LGR2 inh: -5 | CASP6 VEID inh: 36* | PAX8 inh HTS: -2 | EWS-Fli block: 2 | DENV2 CPE rescue: 0
(16) CN1C(=O)c2cc(NC(=O)c3ccccc3Cl)ccc2OC[C@@H]2O[C@@H](CC(=O)O)CC[C@H]21
  ARNT-TACC3 inh: -9 | SIRT5 block: -3 | LGR2 inh: 18 | CASP6 VEID inh: -3 | PAX8 inh HTS: 3 | EWS-Fli block: -6 | DENV2 CPE rescue: -5
(17) Cc1ccc(N=C2NC(=O)/C(=C/c3cccs3)S2)cc1C
  ARNT-TACC3 inh: -14 | SIRT5 block: . | LGR2 inh: -25 | CASP6 VEID inh: . | PAX8 inh HTS: -31 | EWS-Fli block: . | DENV2 CPE rescue: .
(18) CCC(=O)N1CC[C@@H]2[C@H](CO)Nc3ccc(-c4ccc(F)cc4)cc3[C@@H]21
  ARNT-TACC3 inh: -7 | SIRT5 block: -3 | LGR2 inh: 9 | CASP6 VEID inh: 2 | PAX8 inh HTS: 7 | EWS-Fli block: -6 | DENV2 CPE rescue: 12
